# POLK inh – qHTS for Inhibitors of Polymerase Kappa; DNA polymerase kappa (Homo sapiens), Q9UBT6; purified Pol kappa, fluorescent DNA synthesis assay, 10 min; Potency, µM (titrated, usually from 107 µM), for inactives: top-dose activity, negative = inhibition, usual class: inhibitors; 400,000 compounds, 0.53% hits; note: potency is the fitted concentration of half-maximal effect; % is set by controls: 0 for no effect and ±100 for the full control effect
#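 Kinetic fluorescence screen: compound preincubated 15 min RT with 10 nM enzyme; 50 nM substrate (final) initiates; reads at 0/10 min.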
# APEX1 inh – qHTS Assay for Inhibitors of the Human Apurinic/apyrimidinic Endonuclease 1 (APE1) | recombinant APE1, TAMRA/BHQ-2 abasic DNA cleavage fluorescence | Potency, µM (titrated, usually from 65.8 µM), inactives show top-dose activity change, negative = inhibition, usual class: inhibitors | DNA repair nuclease/redox regulator APEX1 (Homo sapiens), P27695 | 350,000 compounds, 0.35% hits;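 note: potency is the fitted concentration of half-maximal effect; plate controls were vehicle for no effect and reference inhibitor for full effect; nearly all actives have a fitted effect of over 55% in size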
#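 Measures dequenching upon AP-site incision of a 5'-TAMRA/3'-BHQ-2 THF-containing duplex, 50 nM; human APE1 0.75 nM after 15 min room-temperature exposure to compound; kinetic three-point read at one-minute spacing.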
# POLI inh – qHTS for Inhibitors of Polymerase Iota; DNA polymerase iota (Homo sapiens), Q9UNA4; 390,000 compounds, 1% hits; Potency, µM (top dose mostly 115 µM), inactives show top-dose activity, negative = inhibition, usual class: inhibitors; Pol iota fluorescent replication assay, 10 min; AID 588590, 2011; note: potency is the fitted concentration of half-maximal effect
#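 Fluorescent replication assay read twice, at 0 min and 10 min after adding 50 nM (final) substrate. Enzyme (10 nM) and compounds were first incubated 15 min at room temperature; enzyme-free buffer wells were negative controls.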
# BLM helicase inh – qHTS Assay for Inhibitors of Bloom's syndrome helicase (BLM); RecQ-like DNA helicase BLM (Homo sapiens), P54132; Potency, µM (top dose mostly 56.1 µM), for inactives: at the highest dose activity change, negative = inhibition, most hits filed as inhibitors; 350,000 compounds, 0.2% hits; AID 2528, 2010; recombinant BLM DNA unwinding, fluorescence dequenching;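 note: potency is the fitted concentration of half-maximal effect; plate controls were vehicle for no effect and no enzyme for full effect; nearly all actives have a fitted effect of over 35% in size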
# Apoferritin bind – qHTS Assay for Identification of Novel General Anesthetics. Ferritin light chain (Equus caballus), P02791. 350,000 compounds, 0.074% hits. Potency, µM (doses to about 77.5 µM), for inactives: at the highest dose activity change, negative = displacement, actives largely listed as inhibitors. AID 485281, 2010. apoferritin/1-aminoanthracene competitive binding, fluorescence; note: potency is the fitted concentration of half-maximal effect; % is set by controls: 0 for no effect and ±100 for the full control effect; nearly all actives have a fitted effect of over 20% in size
#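 Apoferritin-based anesthetic binding model; compound displacement of fluorescent 1-AMA measured as endpoint fluorescence after 10 minutes at room temperature, scaled to free-ligand and complex controls.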
# 12-LOX inh – Primary qHTS assay for inhibitors of human arachidonate 12S-lipoxygenase (ALOX12): Round 2. 580,000 compounds, 1.1% hits. purified 12hLO, xylenol orange hydroperoxide absorbance. AID 1671190, 2021. Potency, µM (highest dose often 108 µM), for inactives: at the top dose activity change, negative = inhibition, actives largely listed as inhibitors; note: potency is the fitted concentration of half-maximal effect; % is set by controls: 0 for no effect and ±100 for the full control effect
# Target sequence (P18054 whole entry, looked up): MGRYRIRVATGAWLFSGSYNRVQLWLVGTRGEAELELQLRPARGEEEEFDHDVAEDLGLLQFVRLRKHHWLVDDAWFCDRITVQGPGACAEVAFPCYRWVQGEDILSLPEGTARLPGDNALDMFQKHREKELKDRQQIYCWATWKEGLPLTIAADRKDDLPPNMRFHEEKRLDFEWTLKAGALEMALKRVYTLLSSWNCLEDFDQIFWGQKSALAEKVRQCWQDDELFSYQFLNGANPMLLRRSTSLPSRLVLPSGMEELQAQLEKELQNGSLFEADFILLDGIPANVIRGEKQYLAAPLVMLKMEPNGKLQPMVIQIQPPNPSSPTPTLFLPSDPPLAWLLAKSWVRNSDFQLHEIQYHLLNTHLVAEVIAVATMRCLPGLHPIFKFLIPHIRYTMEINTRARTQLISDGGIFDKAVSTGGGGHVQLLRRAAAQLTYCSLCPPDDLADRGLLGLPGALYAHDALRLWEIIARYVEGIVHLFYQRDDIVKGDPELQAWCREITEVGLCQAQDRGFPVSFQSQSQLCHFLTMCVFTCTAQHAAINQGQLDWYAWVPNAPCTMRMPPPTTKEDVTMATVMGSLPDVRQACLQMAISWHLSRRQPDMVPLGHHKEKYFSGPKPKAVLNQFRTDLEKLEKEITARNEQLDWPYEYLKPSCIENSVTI
#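 Purified human 12hLO at 150 nM in 25 mM Hepes, 0.01% Triton X-100, pH 7.0, preincubated 15 min at room temperature with compound. Reaction started with 40 uM arachidonic acid, 30 min at room temperature. Hydroperoxide measured by Fe-xylenol orange, 573/405 nm absorbance ratio.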
# Pol beta inh – qHTS Assay for Inhibitors of DNA Polymerase Beta; Potency, µM (highest dose often 114 µM), without a hit: at the top dose activity change, negative = inhibition, most hits filed as inhibitors; 340,000 compounds, 1.3% hits; AID 485314, 2010; Pol beta primer extension/strand displacement, fluorescence kinetic; P06746; note: potency is the fitted concentration of half-maximal effect; % is set by controls: 0 for no effect and ±100 for the full control effect
#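 Pol beta (10 nM) was preincubated with compound for 15 min at room temperature. The reaction was then started with 50 nM substrate and read immediately and after a further 10 min at room temperature.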
# TRHR ag – qHTS for Small Molecule Agonists and Allosteric Enhancers of Human TRH Receptor: Primary Screen for Agonists; Thyrotropin-releasing hormone receptor (Homo sapiens), P34981; TRHR cells, calcium flux fluo-8, FDSS agonist mode; activation, % at 2 µM; 360,000 compounds, 0.18% hits; AID 493084, 2011; in the data active = activation above about 30%; note: 0% is about no effect
#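 In this calcium-flux screen, cells bearing human TRHR are dye-loaded with fluo-8, baselined for 10 cycles, then exposed to library compounds; positive kinetic calcium responses during the agonist phase mark hits, with TRH as control.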
# ERG Ets-DNA blk – qHTS for Small Molecule Inhibitors of the ERG Ets/DNA interaction. 370,000 compounds, 0.028% hits. Transcriptional regulator ERG (Homo sapiens), P11308. fluorescence polarization, His-ERG Ets domain / labelled DNA. Potency, µM (doses to about 76.9 µM), without a hit: at the highest dose FP activity, negative = inhibition, hits mostly inhibitors; active = well fitted inhibition curve with a large enough effect in the polarisation, with a control signal flat; inconclusive = small, poorly fitted or top-dose-only effect, or effect the other way, or a change in a side signal; inactive = no such curve, though single readings can be large or run the other way; the % refers to the polarisation;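 note: polarization taken with two DNA probes labelled with fluorescein and Texas red; potency is the fitted concentration of half-maximal effect; % of control where 0% means no effect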
# Target sequence (P11308 whole entry, looked up, the tested form may be a part): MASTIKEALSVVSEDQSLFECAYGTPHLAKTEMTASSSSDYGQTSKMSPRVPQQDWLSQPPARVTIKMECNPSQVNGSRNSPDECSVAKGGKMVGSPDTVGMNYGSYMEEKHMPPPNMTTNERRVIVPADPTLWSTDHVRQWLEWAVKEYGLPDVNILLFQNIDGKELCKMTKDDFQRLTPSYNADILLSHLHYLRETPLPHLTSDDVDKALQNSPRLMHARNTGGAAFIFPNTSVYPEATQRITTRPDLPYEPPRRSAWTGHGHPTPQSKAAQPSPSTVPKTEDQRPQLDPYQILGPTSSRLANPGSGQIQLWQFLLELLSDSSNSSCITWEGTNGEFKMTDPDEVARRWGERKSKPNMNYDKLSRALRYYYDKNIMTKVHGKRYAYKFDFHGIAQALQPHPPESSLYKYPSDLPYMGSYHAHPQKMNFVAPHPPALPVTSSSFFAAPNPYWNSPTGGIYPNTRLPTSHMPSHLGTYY
#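 His-tagged ERG Ets domain (1 uM in the protein solution; 300mM KCl, 50mM Tris-HCl, 1mM EDTA, 1mM DTT, pH 7.5) received compound, then a probe mix of 5 nM fluorescein-DNA and 100nM Texas-615-DNA. Fluorescence polarization was read for both dyes.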
# * marks the source's active call; other numbers are inactive results; ? = inconclusive; . = no result given; & = joins results of further samples; [ ] = dose if it differs, or a comment. Unless noted, calls come from the whole dose curve; as a rule, active = well fitted curve in the direction sought with a large enough effect; inconclusive = small, poorly fitted or top-dose-only effect, or another doubt; inactive = no such curve, though single readings can be large; an effect the other way counts as inactive or inconclusive.
No.	POLK inh	APEX1 inh	POLI inh	BLM helicase inh	SMILES	Apoferritin bind	12-LOX inh	Pol beta inh	TRHR ag	ERG Ets-DNA blk
1	-2%	-7%	13%	20%	CC(=O)c1ccccc1OCCCN1CCCCC1	-13%	?	-1%	0.5	7%
2	-2%	24%	23%	-4%	Cc1oc2c(CN3CCCCC3C)c(O)ccc2c(=O)c1-c1ccc(Br)cc1 (centres undefined)	-6%	7%	7%	-0.2	0%
3	-11%	-10%	?	-4%	NS(=O)(=O)c1ccc(-n2nncc2-c2ccco2)cc1	1%	-8%	?	0.2	24%
4	-2%	-7%	-3%	2%	C/C(=N/NC(=O)Cc1cccc2ccccc12)c1cccs1	-19%	0%	6%	-0.2	-4%
5	-12%	-1%	23%	1%	CCOc1ccc(C)cc1S(=O)(=O)Nc1ccc(Cl)cn1	-13%	22%	-1%	-0.2	-11%
6	-13%	33%	17%	-4%	OC(COc1ccc(Br)cc1)Cn1ccnc1 (centres undefined)	-7%	0%	-1%	0.7	-4%
7	1%	0%	20%	1%	CCCC(=O)Nc1ccc(C(=O)Nc2nc(CC(=O)OCC)cs2)cc1	-5%	-4%	-1%	0.1	-4%
8	-8%	-17%	18%	-5%	O=C(Nc1nnc(-c2ccncc2)o1)c1ccc2ccccc2c1	0%	-12%	23%	-1.2	7%
9	4%[60.1 µM]	.	-6%	-6%	COc1ccccc1NC(=O)CSC1=Nc2ccccc2C2=NC(CC(=O)NCc3cccs3)C(=O)N12 (centres undefined)	-13%	?	-2%	0.2	-2%
10	-9%	5%	-4%	-5%	CCC(Sc1nc2ccc(N)cc2s1)C(=O)Nc1nccs1 (centres undefined)	-13%	?	-4%	-0.9	-1%
11	3%	9%	31%[activator]	-4%	CC(C)CCNC(=O)C(NS(=O)(=O)c1ccc2c(c1)c(=O)n(C)c(=O)n2C)c1ccccc1 (centres undefined)	-3%	7%[57.4 µM]	2%	0.3	-6%
12	3%	1%	8%&-2%	-4%&3%	Cc1[nH]c(=O)[nH]c(=O)c1S(=O)(=O)N1CCN(c2cccc(Cl)c2)CC1	-7%&0%	0%&-11%	33%&1%	-0.5&0.5	3%&-1%
13	-9%	1%	26%	1%	Cc1ccc(S(=O)(=O)CCC(=O)OCC(=O)NCC(=O)Nc2cccc(C)c2C)cc1	-13%	-39%	0%	0.0	5%
14	-7%	39%	-9%	0%	O=C(NCc1ccc(F)cc1)c1ccc(CS(=O)Cc2ccccc2Cl)o1 (centres undefined)	-15%	0%	0%	-0.4	-15%
15	-1%	14%	-8%	3%[21.4 µM]	NS(=O)(=O)c1cc(C(=O)O)cc(N2CCCC2)c1Oc1ccccc1	41%[activator][29.3 µM]	-21%	.	-0.1	-5%
16	1%	17%	-6%	-1%	Cc1ccc(SCCNS(C)(=O)=O)cc1	-13%	-25%	-3%	-0.7	-3%
17	8%	-9%	20%	.	Cc1cccc(NC(=O)CNC(=O)COc2cccnc2[N+](=O)[O-])c1C	.	5%	.	0.4	-9%
18	11%	-9%	22%	-2%	CN1CCCN(C(=O)c2ccccc2Cl)CC1	-5%	0%	8%	1.7	3%
19	-7%	10%	38%[activator]	.	COCCN(CC(=O)Nc1cccc(C)c1C)C(=O)c1ccc(-n2cccn2)cc1	.	53%[activator]	.	0.0	-2%
20	1%	-1%	-19%	1%	O=C(CSc1nc(O)c(Cc2ccccc2)c(=O)[nH]1)N1CCOCC1	-6%	-28%	?	-0.6	15%
21	-15%	1%	-1%	0%	O=C1C2CCCN2C(c2cccc(F)c2)N1c1cccc(Cl)c1 (centres undefined)	-4%	-10%	3%	-0.8	-1%
22	-9%	4%	?	-1%	CCOC(=O)c1c(C)c(-c2ccccc2)n(CC(=O)NCCCN(CC)CC)c1C	-4%	-16%	0%	-0.1	-1%
23	-1%	22%	3%	-5%	NS(=O)(=O)c1ccc(CNC(=O)c2cc(-c3cccnc3)nc3ccc(Cl)cc23)cc1	-23%	72%[activator]	?	-0.1	-2%
24	4%	-5%	9%	-9%	COc1cc(NS(=O)(=O)c2ccc(N)cc2)nc(OC)n1	-9%	-1%	-1%	0.1	-15%
25	-3%	-1%	?	0%	Cc1nc2sc3c(c2c(=O)o1)CCCC3	-12%	?	-1%	0.3	-3%
26	11%[60.1 µM]	2%	14%	-1%	O=C(COC(=O)c1ccc2c(=O)n3c(nc2c1)CCC3)Nc1ccccc1F	2%	-10%	1%	-0.5	16%
27	-14%	.	14%	-3%	CCN(CC)c1ccc(-c2nc(-c3ccccc3C)no2)cc1[N+](=O)[O-]	?	-22%	-18%	0.4	-5%
28	-7%	1%	6%	-4%	Cc1cc(C)cc(Nc2ncc3c(n2)CCCC3=O)c1	?	0%	20%	-0.2	-8%
29	-10%	-2%	64%[activator]	-3%	CSc1nsc(SCC(=O)Nc2nc3ccccc3s2)n1	-15%	-12%	15%	-0.1	1%
30	-7%	-2%	50%[activator]	-2%	COc1ccccc1C(=O)N/N=C(\C)CC(=O)Nc1ccc(Cl)cn1	-8%	53%[activator]	19%	-0.5	-4%
31	-15%	0%	16%	3%	O=C(O)CC1(CC(=O)Nc2cccc(C(F)(F)F)c2)CCCC1	10%	4%	3%	0.0	-16%
32	-7%	1%	-19%	2%	O=C1OCc2ccc(NS(=O)(=O)c3ccc(C(F)(F)F)cc3)cc21	-15%	-16%	-19%	0.4	-4%
33	-3%	4%	?	-1%	CN(C)CCCN(C(=O)CCS(=O)(=O)c1ccccc1)c1nc2cc3c(cc2s1)OCO3	-10%	465%[activator]	-11%	0.3	15%
34	0%	.	13%	-2%	COC(=O)c1sccc1S(=O)(=O)N(CC(=O)NCc1ccc(F)cc1)c1ccccc1	3%	-4%	-8%	-0.5	-1%
35	-5%	-3%	-11%	-4%	CC(=Nc1cccc(O)c1)c1sc2ccccc2c1O	?	7%	3%	29	.
36	-2%	2%	17%	.	CC(=O)c1cccc(N2C(=O)CC(N3CCN(S(=O)(=O)c4ccc(Cl)cc4)CC3)C2=O)c1 (centres undefined)	.	0%	.	0.5	4%
37	-2%	55%	-22%	-2%	CN(Cc1ccco1)C(=O)c1cc2c(s1)-c1ccc(Cl)cc1S(=O)(=O)C2	-8%	14%	44%	-0.5	6%
38	3%	30%	27%	-4%	Cc1cc(Cl)ccc1NC(=O)c1ccc2c(c1)CCN2S(C)(=O)=O	-7%	20%	-4%	-0.3	7%
39	-6%	5%	-8%	-3%	COc1ccc(C(=O)NC2=C(C#N)CCC2)cc1OC	-6%	-2%[57.4 µM]	?	0.4	.
40	-4%	2%	-4%	-5%	O=C(c1ccco1)N(CC1CCCO1)c1nc(-c2ccccc2)cs1 (centres undefined)	-21%	-14%	1%	0.8	-3%

# Eight of the compounds above, with one line to a screen.
32) O=C1OCc2ccc(NS(=O)(=O)c3ccc(C(F)(F)F)cc3)cc21
33) CN(C)CCCN(C(=O)CCS(=O)(=O)c1ccccc1)c1nc2cc3c(cc2s1)OCO3
34) COC(=O)c1sccc1S(=O)(=O)N(CC(=O)NCc1ccc(F)cc1)c1ccccc1
35) CC(=Nc1cccc(O)c1)c1sc2ccccc2c1O
36) CC(=O)c1cccc(N2C(=O)CC(N3CCN(S(=O)(=O)c4ccc(Cl)cc4)CC3)C2=O)c1 (centres undefined)
37) CN(Cc1ccco1)C(=O)c1cc2c(s1)-c1ccc(Cl)cc1S(=O)(=O)C2
38) Cc1cc(Cl)ccc1NC(=O)c1ccc2c(c1)CCN2S(C)(=O)=O
39) COc1ccc(C(=O)NC2=C(C#N)CCC2)cc1OC
Compound	32	33	34	35	36	37	38	39
POLK inh	-7%	-3%	0%	-5%	-2%	-2%	3%	-6%
APEX1 inh	1%	4%	.	-3%	2%	55%	30%	5%
POLI inh	-19%	?	13%	-11%	17%	-22%	27%	-8%
BLM helicase inh	2%	-1%	-2%	-4%	.	-2%	-4%	-3%
Apoferritin bind	-15%	-10%	3%	?	.	-8%	-7%	-6%
12-LOX inh	-16%	465%[activator]	-4%	7%	0%	14%	20%	-2%[57.4 µM]
Pol beta inh	-19%	-11%	-8%	3%	.	44%	-4%	?
TRHR ag	0.4	0.3	-0.5	29	0.5	-0.5	-0.3	0.4
ERG Ets-DNA blk	-4%	15%	-1%	.	4%	6%	7%	.

# Additional entries
No.	POLK inh	APEX1 inh	POLI inh	BLM helicase inh	SMILES	Apoferritin bind	12-LOX inh	Pol beta inh	TRHR ag	ERG Ets-DNA blk
41	-6%	19%	17%	-4%	Cn1cnc(S(=O)(=O)N2CCc3ccccc32)c1	-8%	0%	15%	0.0	13%
42	.	-2%	.	-6%	O=C1CC(c2ccccc2Cl)c2c(sc3c(=O)[nH]c(CCl)nc23)N1 (centres undefined)	-15%	.	0%	-0.7	.
43	0%	-2%	12%	1%	CCOC(=O)CSc1ccc2ccccc2n1	-21%	2%	16%	-0.7	-2%
44	-13%	-3%	10%	-6%	CCOC(=O)c1ccc(-c2cccc(C(F)(F)F)c2)nc1C	4%	-19%	0%	0.0	3%
45	-1%	-7%	10%	-2%	COc1cc(/C=C/C(=O)N2CCCC2)cc(OC)c1OC	-10%	-14%	-20%	-0.6	-1%
46	-7%	57%	12%	-5%	CCOC(=O)Cc1csc(NC(=O)CN2CCN(CC)CC2)n1	-6%	7%	8%	-0.2	5%
47	2%	-9%	40%[activator]	-13%	COc1cccc2[nH]c(C(=O)NCc3ccccc3)cc12	-9%	15%	-13%	-0.5	9%

# Only part of the results is shown (hit frequency here may not be typical).
